Screens as filed in PubChem BioAssay.
HKDC1 inh: HKDC1 hexokinase inhibitors, primary screen, biochemical, fluorescence, uHTS; recombinant HKDC1, G6PDH/diaphorase resazurin coupled fluorescence; inhibition, % at 20 µM; Q2TB90; AID 493160, 2011; actives 0.16% (n = 340,000);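 active = inhibition above about 35% when tested at 20 µM, limit read from the data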;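 also: plate controls were DMSO wells with enzyme for no effect and DMSO wells lacking enzyme for full effect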
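Incubation: 90 min at room temperature in dark / Material: recombinant HKDC1 (HK5) hexokinase enzyme, produced in-house / Quantity: enzyme 5 µg/mL final / Compound: one dose of 20 µM, 1% DMSO / Reagent: glucose and ATP substrates / Buffer or medium: Tris pH 8.0 buffer with MgCl2, Tween-20, BSA, BME / Technique: resorufin fluorescence at 613 nm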
ATG4B inh: ATG4B protease inhibitors, primary screen, biochemical, fluorescence, uHTS. Cysteine protease ATG4B (Homo sapiens), Q9Y4P1. ATG4B cleavage of LC3-PLA2, NBD-HPC fluorescence, 1 h. inhibition, % at 8.33 µM. actives 0.51% (n = 340,000); in the data active = inhibition above about 40%
Target sequence (Q9Y4P1 whole entry, looked up): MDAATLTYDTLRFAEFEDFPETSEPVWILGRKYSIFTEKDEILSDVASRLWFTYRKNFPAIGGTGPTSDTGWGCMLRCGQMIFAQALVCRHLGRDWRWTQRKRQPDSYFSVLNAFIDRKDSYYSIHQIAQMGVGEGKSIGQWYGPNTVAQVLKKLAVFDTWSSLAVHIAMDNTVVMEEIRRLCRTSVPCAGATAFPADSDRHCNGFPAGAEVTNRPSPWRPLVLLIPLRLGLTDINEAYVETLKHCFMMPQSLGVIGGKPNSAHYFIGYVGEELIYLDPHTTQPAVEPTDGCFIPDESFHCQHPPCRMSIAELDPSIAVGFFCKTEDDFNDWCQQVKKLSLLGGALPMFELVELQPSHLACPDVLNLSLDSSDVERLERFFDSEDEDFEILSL
SENP8 block: human SENP8 protease inhibitors, primary screen, biochemical, fluorescence, Nedd8 protein substrate, uHTS; Sentrin-specific protease 8 (Homo sapiens), Q96LD8; recombinant SENP8; inhibition, % at 20 µM; actives 0.64% (n = 360,000); in the data active = inhibition mostly above about 40%, no sharp cut-off; inactive = mostly below about 27%
Target sequence (Q96LD8 whole entry, looked up): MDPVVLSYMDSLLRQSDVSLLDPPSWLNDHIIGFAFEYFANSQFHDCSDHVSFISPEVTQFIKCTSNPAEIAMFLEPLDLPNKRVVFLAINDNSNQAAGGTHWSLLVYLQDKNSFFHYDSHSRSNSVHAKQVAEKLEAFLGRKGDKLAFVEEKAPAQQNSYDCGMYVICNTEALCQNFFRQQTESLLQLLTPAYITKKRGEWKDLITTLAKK
NR3A LBD binder: binders of NR3A ligand-binding domain, primary screen, biophysical, differential scanning fluorimetry, uHTS; Glutamate receptor ionotropic, NMDA 3A (GRIN3A) ligand-binding domain; NR3A LBD differential scanning fluorimetry, Tm shift; 0% = protein alone, 100% = glycine-bound protein; Tm shift relative to glycine control, % at 25 µM; actives 2.5% (n = 340,000); AID 1259313, 2017;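 active = melting temperature shift of at least 10% of the positive control shift, at one fixed dose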
MPTP block: mitochondrial permeability transition pore inhibitors, primary screen, biochemical, isolated mouse mitochondria, absorbance. Ca2+ swelling absorbance, 30 min. inhibition, % at 10 µM. actives 1.4% (n = 360,000). AID 602449, 2012;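 active = inhibition of 50% or more, scaled per plate between neutral and stimulator controls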;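 also: 0% = DMSO wells given calcium and 100% = 1 mM EGTA wells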
PfG6PD inh: PfG6PD enzyme inhibitors, primary screen, biochemical, fluorescence intensity, uHTS; PfGluPho enzyme, NADPH resazurin-diaphorase fluorescence; actives 0.78% (n = 350,000); glucose-6-phosphate dehydrogenase-6-phosphogluconolactonase (Plasmodium falciparum 3D7); AID 504690, 2011; inhibition, % at 20 µM;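 active = inhibition reaching at least a set limit at 20 µM in the primary screen, cut at about 59% in these data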;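 also: 0% = DMSO wells with substrate and 100% = DMSO wells lacking glucose-6-phosphate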
SENP7 block: SENP7 protease inhibitors, primary screen, biochemical, luminescence, uHTS; Sentrin-specific protease 7 (Homo sapiens), Q9BQF6; recombinant SENP7, Z-RLRGG-aminoluciferin luminescence, 40 min; inhibition, % at 5 µM; actives 1.5% (n = 330,000);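 active = inhibition above about 50% at the single test dose, limit read from the data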;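 also: plate controls were DMSO with enzyme for no effect and no enzyme buffer wells for full effect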
SENP6 inh: SENP6 protease inhibitors, primary screen, biochemical, luminescence, uHTS | Sentrin-specific protease 6 (Homo sapiens), Q9GZR1 | Recombinant SENP6 catalytic domain, aminoluciferin luminescence | inhibition, % at 10 µM | actives 1.8% (n = 330,000) | AID 2599, 2010;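 active = inhibition above about 50% at the single tested dose, limit read from the data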;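 also: plate controls were DMSO wells with enzyme for no effect and DMSO wells lacking enzyme for full effect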
Target sequence (Q9GZR1 628-1112 limits assumed): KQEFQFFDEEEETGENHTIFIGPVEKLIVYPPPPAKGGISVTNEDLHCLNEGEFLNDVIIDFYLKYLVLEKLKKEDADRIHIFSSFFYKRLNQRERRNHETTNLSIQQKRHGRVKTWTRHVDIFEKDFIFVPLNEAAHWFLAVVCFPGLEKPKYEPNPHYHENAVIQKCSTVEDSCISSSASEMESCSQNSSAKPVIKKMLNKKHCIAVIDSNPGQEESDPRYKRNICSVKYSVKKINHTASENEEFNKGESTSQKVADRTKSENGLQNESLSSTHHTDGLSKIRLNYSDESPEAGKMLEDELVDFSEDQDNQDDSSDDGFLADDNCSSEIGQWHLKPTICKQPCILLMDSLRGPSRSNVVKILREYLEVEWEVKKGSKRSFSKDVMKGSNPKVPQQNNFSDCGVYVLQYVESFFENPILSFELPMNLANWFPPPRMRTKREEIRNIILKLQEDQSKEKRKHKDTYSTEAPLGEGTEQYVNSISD
* hit, by the source's call; i = inactive; . = not tested or not shown.

SMILES	HKDC1 inh	ATG4B inh	SENP8 block	NR3A LBD binder	MPTP block	PfG6PD inh	SENP7 block	SENP6 inh
COc1cc2[nH]c3c(=O)n(CCN4CCOCC4)cnc3c2cc1OC	-7	4	-384	0	0.3	-1	5	2
Cc1ccccc1/C=C/c1nc2ccccc2c(=O)n1Cc1ccccc1	-7	-7	8	-5	0.3	-3	-2	-8
COc1ccc(NC(=O)c2oc3ccccc3c2C)cn1	3	1	-1	-11	-0.6	49	13	25
CC1CC(C)CN(C(=O)C2CCCN(c3ncnc4c3nc3n4CCCCC3)C2)C1 (stereo unspecified)	-1	-3	5	-2	0.1	7	-1	-16
CC(C)N(C(=O)[C@H]1C[C@H](CC(=O)NCCC2=CCCCC2)C(=O)N2CCc3c([nH]c4cc(-c5ccco5)ccc34)[C@]12C)C(C)C	1	-3	-367	2	-0.2	27	8	.
COc1ccc(CN=CC2=C(O)CNC2=O)cc1	4	5	19	1	-0.6	-17	-1	-9
CCN(C(=O)CSc1ncnc2c1cnn2-c1ccccc1)C1CCS(=O)(=O)C1 (stereo unspecified)	-5	-7	-31	2	-1.0	-12	11	23
COc1ccc(N(CC(=O)NCc2ccco2)S(C)(=O)=O)cc1Cl	-2	-8	0	0	1.8	6	-6	-2
CCN1CCN(c2ccc(NC(=O)c3cc(OC)c(OC)c(OC)c3)cc2)CC1	4	4	22	-2	-0.9	1	-3	2
Cc1c(C(=O)N/N=C/c2ccccc2)[nH]c2ccc(Cl)cc12	-12	9	-37	30*	87*	7	4	-8
O=C(NC1CCCC1)C(c1ccncc1)N(C(=O)c1csnn1)c1cccc(F)c1 (stereo unspecified)	-3	1	9	1	-0.3	6	-5	-16
Cc1cc(C)cc(C(=O)NC(CC(N)=O)c2ccc(NC3CCCCCCC3)c([N+](=O)[O-])c2)c1 (stereo unspecified)	-6	3	22	-8	-0.6	1	-1	-15
Cc1cc(C)n(C2CCCCC2OC(=O)c2ccccc2F)n1 (stereo unspecified)	-2	-13	21	-3	2.3	2	-6	-8
CCc1cc(C(=O)OC)c(NC(=O)CC2Nc3cc(C)c(C)cc3NC2=O)s1 (stereo unspecified)	2	1	-245	-3	8.2	0	-8	5
COc1ccc(N2C(=O)N3[C@H](c4ccc(Br)cc4)[C@@H]4C(=O)N(C(C)(C)C)C(=O)[C@@H]4[C@]3(Cc3ccccc3)C2=O)cc1	1	-8	0	-3	2.9	-1	-6	-3
COc1cccc(OCCNc2cc(N3CCCCC3)ccc2[N+](=O)[O-])c1	-7	16	60*	3	-0.3	11	-1	-5
N#CC(C#N)=C(Nc1ccc(F)cc1)SCc1cccc(F)c1	1	-6	12	4	95*	-22	11	2
CC(C)c1ccc(C2NC(C(=O)O)CS2)cc1 (stereo unspecified)	-3	-2	25	-2	-2.8	-24	-1	-9
CN(C)C(/C=C/Nc1ccc(O)cc1)=C(C#N)C#N	-7	2	11	4	-1.1	1	-2	-15
Cc1ccc(CSc2nnc3ccc(-c4ccncc4)nn23)cc1	4	-6	3	-2	0.9	4	7	11
CCN1/C(=C2/SC(=S)N(C)C2=O)C=Cc2cc(C)ccc21	0	1	18	1	3.9	-16	3	1
CCCC(C)c1nnc(NC(=O)C2CCCO2)s1 (stereo unspecified)	-7	-15	16	1	-0.3	20	-1	-1
CN(CC(=O)Nc1cc(S(=O)(=O)N2CCCC2)ccc1Cl)Cc1ccc2c(c1)OCO2	-1	-9	13	0	0.2	9	4	2
COC(=O)C1CCN(C(=O)CN2C(=O)NC3(CCC(C)CC3)C2=O)CC1 (stereo unspecified)	-4	4	20	0	0.4	-5	4	8
O=C(CCCN1C(=O)c2cccc3cccc(c23)C1=O)NCCN1CCOCC1	-8	-2	-303	-1	0.6	9	0	16
Next results
SMILES	HKDC1 inh	ATG4B inh	SENP8 block	NR3A LBD binder	MPTP block	PfG6PD inh	SENP7 block	SENP6 inh
COCCN1C(=O)N(c2cccc(OC)c2)C(=O)C1CC(=O)Nc1ccc(OC)cc1 (stereo unspecified)	-9	-1	31	-1	0.3	9	5	3
COc1ccccc1NS(=O)(=O)c1cccc(C(=O)NCC(C)(C)N2CCOCC2)c1	6	-9	8	1	0.1	4	-7	-7
O=C(Oc1ccc(Cl)c(Cl)c1)C1=CC=CN2CCS(=O)(=O)N=C12	-1	-52	i	-1	1.9	3	6	13
Cc1ccc(NC(=O)c2cccs2)cc1S(=O)(=O)Nc1cccc(Cl)c1	7	-17	14	35*	60*	-21	6	1
CC(=O)c1c(C(=O)O)[nH]c(C(=O)O)c1C	-3	-3	6	1	-1.1	18	1	7
COCCC(=O)N1CCCC(C(=O)c2ccc(Oc3ccccc3)cc2)C1 (stereo unspecified)	-9	1	18	1	0.2	12	3	1
CCCCNC(=O)c1onc(CSc2ccc(F)cc2)c1C(=O)NCCCC	1	2	8	-4	1.4	36	-5	-5
O=C(Cn1nc(C(F)(F)F)c2c1CCC2)N1CCN(c2ccccc2)CC1	-8	10	1	-2	-0.3	5	-6	1
Cc1cc(C(=O)Nc2ccccc2C(=O)N2CCCCC2)ccc1[N+](=O)[O-]	-5	-2	9	0	2.6	-8	9	-6
COc1ccccc1CCC(=O)OCc1csc(CC(=O)Nc2ccccc2C)n1	0	4	1	5	0.5	9	-8	-6
COc1cc(/C=N/Nc2nc(C)nc3c2cnn3-c2ccccc2)ccc1O	3	10	-430	13*	3.8	5	.	.
O=C(/C=C(\c1ccc(Cl)cc1)n1cncn1)c1ccc(Cl)cc1	-3	-20	8	-2	1.8	3	-4	-2
COc1ccc(Cl)cc1NC(=O)COC(C)=O	-6	-1	7	-2	0.8	-3	1	20
CCCCN(CC)C(=O)CSc1nc2c(sc(=S)n2-c2ccc(OCC)cc2)c(=O)[nH]1	-3	1	13	-4	1.0	-20	.	.
COCc1cc(C)nc(SCC(=O)NCC2CCCO2)c1C#N (stereo unspecified)	-2	-5	-4	-1	-1.2	0	0	-7
COc1ccc(C(c2nnnn2CCc2ccccc2)N2CCN(C3CCCC3)CC2)cc1 (stereo unspecified)	-2	-16	21	0	0.1	-2	0	-6
Cc1ccc(S(=O)(=O)NNc2nc3ccccc3nc2C(F)(F)F)cc1	0	-1	-13	-6	0.8	65*	0	-2
COC(=O)c1sc(-c2ccc(C(C)(C)C)cc2)cc1NC(=O)c1ccccc1C(=O)O	12	12	-132	-437	5.7	-32	3	18
c1ccc2c(c1)CC(CN1CCNCC1)O2 (stereo unspecified)	-7	3	2	-3	-0.5	37	7	13
Cc1onc(-c2ccccc2Cl)c1C(=O)OCC(=O)c1ccc[nH]1	-5	-13	-5	0	0.2	14	-4	-2
O=C(Nc1ccncc1)c1ccc(Cl)c(S(=O)(=O)N2CCCCC2)c1	2	-4	7	3	12	-3	-10	-2
CCn1c(SCC(=O)N(C(C)C)C(C)C)nnc1-c1cc2ccccc2cc1O	-3	-16	-53	0	8.9	15	6	4
C=CCN1C(=O)C(Cc2ccc(OC)cc2)S/C1=N\N=C\c1cccs1 (stereo unspecified)	-11	-5	7	-4	1.8	-16	6	-3
Cc1cc(C)n2nc(Sc3ncccc3[N+](=O)[O-])nc2n1	-2	-5	19	0	-0.4	3	6	-20
O=[N+]([O-])c1ccccc1OCCCOc1cccc2cccnc12	6	15	10	2	0.7	43	-8	-4

Rewritten with two lines to a compound: 15 of the compounds above
Results follow in this order: HKDC1 inh | ATG4B inh | SENP8 block | NR3A LBD binder | MPTP block | PfG6PD inh | SENP7 block | SENP6 inh
COc1cc(/C=N/Nc2nc(C)nc3c2cnn3-c2ccccc2)ccc1O
    3 | 10 | -430 | 13* | 3.8 | 5 | . | .
O=C(/C=C(\c1ccc(Cl)cc1)n1cncn1)c1ccc(Cl)cc1
    -3 | -20 | 8 | -2 | 1.8 | 3 | -4 | -2
COc1ccc(Cl)cc1NC(=O)COC(C)=O
    -6 | -1 | 7 | -2 | 0.8 | -3 | 1 | 20
CCCCN(CC)C(=O)CSc1nc2c(sc(=S)n2-c2ccc(OCC)cc2)c(=O)[nH]1
    -3 | 1 | 13 | -4 | 1.0 | -20 | . | .
COCc1cc(C)nc(SCC(=O)NCC2CCCO2)c1C#N (stereo unspecified)
    -2 | -5 | -4 | -1 | -1.2 | 0 | 0 | -7
COc1ccc(C(c2nnnn2CCc2ccccc2)N2CCN(C3CCCC3)CC2)cc1 (stereo unspecified)
    -2 | -16 | 21 | 0 | 0.1 | -2 | 0 | -6
Cc1ccc(S(=O)(=O)NNc2nc3ccccc3nc2C(F)(F)F)cc1
    0 | -1 | -13 | -6 | 0.8 | 65* | 0 | -2
COC(=O)c1sc(-c2ccc(C(C)(C)C)cc2)cc1NC(=O)c1ccccc1C(=O)O
    12 | 12 | -132 | -437 | 5.7 | -32 | 3 | 18
c1ccc2c(c1)CC(CN1CCNCC1)O2 (stereo unspecified)
    -7 | 3 | 2 | -3 | -0.5 | 37 | 7 | 13
Cc1onc(-c2ccccc2Cl)c1C(=O)OCC(=O)c1ccc[nH]1
    -5 | -13 | -5 | 0 | 0.2 | 14 | -4 | -2
O=C(Nc1ccncc1)c1ccc(Cl)c(S(=O)(=O)N2CCCCC2)c1
    2 | -4 | 7 | 3 | 12 | -3 | -10 | -2
CCn1c(SCC(=O)N(C(C)C)C(C)C)nnc1-c1cc2ccccc2cc1O
    -3 | -16 | -53 | 0 | 8.9 | 15 | 6 | 4
C=CCN1C(=O)C(Cc2ccc(OC)cc2)S/C1=N\N=C\c1cccs1 (stereo unspecified)
    -11 | -5 | 7 | -4 | 1.8 | -16 | 6 | -3
Cc1cc(C)n2nc(Sc3ncccc3[N+](=O)[O-])nc2n1
    -2 | -5 | 19 | 0 | -0.4 | 3 | 6 | -20
O=[N+]([O-])c1ccccc1OCCCOc1cccc2cccnc12
    6 | 15 | 10 | 2 | 0.7 | 43 | -8 | -4

More results
SMILES	HKDC1 inh	ATG4B inh	SENP8 block	NR3A LBD binder	MPTP block	PfG6PD inh	SENP7 block	SENP6 inh
CCc1nc(SCC(=O)N2CCc3cc(OC)c(OC)cc3C2)c(C#N)cc1C	-3	-17	-275	0	-1.3	5	6	7
Cc1ccc(S(=O)(=O)CCC(=O)Oc2ccc3c(C)cc(=O)oc3c2)cc1	1	6	i	-2	-0.3	13	0	-5
Cc1ccccc1-c1cc(-c2ccccc2O)n[nH]1	0	58*	16	-5	-0.2	6	83*	84*
c1ccc2c(c1)CCc1snnc1-2	0	1	5	2	-0.6	5	-2	1
O=C(CNC(=O)c1ccccc1)OC1CCCCC1	15	-5	6	1	0.9	4	-1	-8
CS(=O)(=O)N(CC(=O)O)c1ccc(Oc2ccccc2)cc1	-11	2	7	1	1.7	-18	0	11
O=C(CCc1ccccc1)NCc1ccccc1	-6	-5	9	1	1.3	-13	12	-10
Cn1c(SCC(=O)NCc2cccs2)nnc1-c1cccs1	-1	-3	18	0	0.0	-8	-6	-7
O=C1CC[C@@H](O)CCN1CC[C@H](Sc1ccc(Br)cc1)c1ccccc1	5	-10	8	7	-1.0	34	7	-2
O=C(CCc1nnc(Cc2ccc3c(c2)OCO3)o1)N(CC1CCC1)CC1CCCO1 (stereo unspecified)	9	15	13	-1	2.1	-20	4	-2
CN(C(=O)c1cccc(NC(=O)Cc2ccc(NC(=O)C3CCCN(C(=O)C4CC4)C3)cc2)c1)C1CC1 (stereo unspecified)	0	-6	-2	1	-0.1	-10	.	.
CC(=O)c1cc(CN2CCC(N3CCC(C(=O)N4CCCC4)CC3)CC2)cs1	17	0	11	2	0.0	-7	4	-3
